uPA surface inh = qHTS for Inhibitors of Cell Surface uPA Generation. cell surface uPA generation assay, qHTS. Potency, µM (titrated, usually from 38.3 µM), without a hit: at the highest dose activity change, negative = inhibition, actives largely listed as inhibitors. 330,000 tested, 0.31% active. AID 540303, 2011; active = well fitted inhibition curve with a large enough effect; inconclusive = small, poorly fitted or top-dose-only effect; inactive = no such curve, though single readings can be large or run the other way; tested in mouse RAW 264.7 cells; note: % is set by controls: 0 for no effect and ±100 for the full control effect; nearly all actives have a fitted effect of over 55% in size
MBNL1 CUG block = qHTS Assay for Inhibitors of MBNL1-poly(CUG) RNA binding; 280,000 tested, 0.036% active; Potency, µM (series often up to 57.5 µM), for inactives: at the top dose activity change, negative = inhibition, usual class: inhibitors; TR-FRET MBNL1-His/biotin-(CUG)12 binding, 665/545 ratio; active = well fitted inhibition curve with a large enough effect in the signal ratio, with a control signal flat, not every such curve was filed as active; inconclusive = small, poorly fitted or top-dose-only effect, or effect the other way, or a change in a side signal; inactive = no such curve, though single readings can be large or run the other way; the % refers to the signal ratio; note: % is set by controls: 0 for no effect and ±100 for the full control effect
Target sequence (Q9NR56 whole entry, looked up): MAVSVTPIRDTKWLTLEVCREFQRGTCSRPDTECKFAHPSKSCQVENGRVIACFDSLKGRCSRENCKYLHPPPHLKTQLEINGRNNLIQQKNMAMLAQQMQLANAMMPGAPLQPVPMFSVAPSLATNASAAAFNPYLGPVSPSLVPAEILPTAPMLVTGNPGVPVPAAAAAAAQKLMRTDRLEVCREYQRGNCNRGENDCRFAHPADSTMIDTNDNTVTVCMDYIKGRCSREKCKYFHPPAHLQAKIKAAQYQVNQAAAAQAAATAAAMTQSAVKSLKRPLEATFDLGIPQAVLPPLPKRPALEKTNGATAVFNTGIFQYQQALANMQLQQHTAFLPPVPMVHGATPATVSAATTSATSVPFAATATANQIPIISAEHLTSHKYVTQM
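TR-FRET between His-tagged MBNL1 and biotin-(CUG)12 RNA, detected with Tb anti-His antibody (0.055 ng/ul) and streptavidin-XL665 (5 nM), 60 min at room temperature. Compounds titrated 92 nM to 58 uM; 665/545 nm ratio normalized to buffer and complex controls.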
p53 reactivation = qHTS assay for re-activators of p53 using a Luc reporter; H1299 p53-A138V BP100-luciferase reporter, luminescence, 24 h; 320,000 tested, 0.063% active; Potency, µM (series often up to 92.2 µM), inactives show at the highest dose activity change, positive = activation, usual class: activators; AID 504706, 2011; note: % of control where 0% means no effect; nearly all actives have a fitted effect of over 45% in size
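p53-null H1299 cells stably carrying temperature-sensitive p53-A138V and a BP100-luciferase reporter were pinned with compounds (4-point, 1:5 series) and held 24 hrs at 37 deg C. Luminescence was read 10 min after detection reagent.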
FLuc modulator = qHTS profiling assay for firefly luciferase inhibitor/activator using purifed enzyme and Km concentrations of substrates (counterscreen for miR-21 project); Luciferin 4-monooxygenase (Photinus pyralis), P08659; purified FLuc, Km substrates, luminescence inhibition; Potency, µM (series often up to 57.5 µM), for the others: at the highest dose activity change, negative = inhibition, hits mostly inhibitors; 360,000 tested, 6.9% active; AID 588342, 2011;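 note: plate controls were vehicle for no effect and reference inhibitor for full effect; nearly all actives have a fitted effect of over 55% in size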
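Biochemical qHTS of compounds, final roughly 60 µM downward over six points, against 10 nM purified firefly luciferase using Km concentrations of substrates (10 uM D-luciferin, 10 uM ATP) in Tris acetate pH 7.5 buffer; luminescence output.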
ELG1 genotox = qHTS screen for small molecules that induce genotoxicity in human embryonic kidney (HEK293T) cells expressing luciferase-tagged ELG1. HEK293T ELG1-luciferase reporter, luminescence, 16 h. Potency, µM (top dose mostly 46 µM), without a hit: at the highest dose activity change, positive = activation, usual class: activators. 330,000 tested, 1.3% active. AID 504466, 2011; note: % of control where 0% means no effect; nearly all actives have a fitted effect of over 60% in size
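16 hr compound incubation (37 °C, 5% CO2) of HEK293T cells carrying luciferase-tagged ELG1; luciferase then measured by ONE-Glo luminescence after 30 min at RT.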
Rab9 promoter act = qHTS Assay for Rab9 Promoter Activators; Huh7 Rab9 promoter-luciferase reporter, luminescence, 24 h; Potency, µM (highest dose often 9.22 µM), without a hit: at the top dose activation, negative = inhibition, hits mostly activators; 320,000 tested, 2.8% active; note: % of control where 0% means no effect; nearly all actives have a fitted effect of over 60% in size
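Promoter activation is measured as luciferase luminescence in Huh7 cells stably transfected with a Rab9 promoter–luciferase construct, following 24 h compound exposure at 37 °C and 10 min reagent incubation at ambient temperature.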
VP16 counter = VP16 counterscreen qHTS for inhibitors of ROR gamma transcriptional activity | 310,000 tested, 3.5% active | Drosophila S2 Gal4-VP16 UAS-luciferase, luminescence, 20 h | Potency, µM (titrated, usually from 53.6 µM), without a hit: at the top dose activity, negative = inhibition, hits mostly inhibitors;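 note: Gal4-VP16 expression switched on by copper sulfate through the metallothionein promoter; % is set by controls: 0 for no effect and ±100 for the full control effect; nearly all actives have a fitted effect of over 50% in size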
RORg inh = qHTS for inhibitors of ROR gamma transcriptional activity. Drosophila S2 Gal4-RORgamma UAS-luciferase reporter, 20 h. Nuclear receptor ROR-gamma (Mus musculus), P51450. Potency, µM (top dose mostly 53.6 µM), for inactives: top-dose activity change, negative = inhibition, usual class: inhibitors. 310,000 tested, 5.4% active. AID 2551, 2010; note: % is set by controls: 0 for no effect and ±100 for the full control effect; nearly all actives have a fitted effect of over 60% in size
Target sequence (P51450 whole entry, looked up, the tested form may be a part): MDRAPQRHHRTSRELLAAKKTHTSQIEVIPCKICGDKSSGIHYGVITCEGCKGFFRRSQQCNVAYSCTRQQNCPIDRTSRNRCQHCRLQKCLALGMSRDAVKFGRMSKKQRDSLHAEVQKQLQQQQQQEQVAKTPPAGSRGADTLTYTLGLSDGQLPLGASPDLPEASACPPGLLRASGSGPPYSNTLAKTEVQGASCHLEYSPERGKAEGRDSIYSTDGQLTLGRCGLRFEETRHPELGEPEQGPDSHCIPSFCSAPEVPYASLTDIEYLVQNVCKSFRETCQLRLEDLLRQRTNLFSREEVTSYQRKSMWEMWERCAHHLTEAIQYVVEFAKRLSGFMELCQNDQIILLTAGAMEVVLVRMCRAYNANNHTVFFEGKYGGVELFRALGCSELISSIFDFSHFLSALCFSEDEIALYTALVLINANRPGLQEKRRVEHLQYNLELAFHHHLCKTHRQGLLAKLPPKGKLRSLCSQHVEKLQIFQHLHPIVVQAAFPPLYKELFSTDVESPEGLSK
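Using a luciferase readout, inhibitors were identified by reduced reporter activity in Drosophila cells coexpressing a copper-inducible Gal4–ROR gamma fusion and UAS-driven Photinus luciferase, incubated 20 hr after 700 uM copper sulfate.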
NPC1 promoter act = qHTS Assay for NPC1 Promoter Activators; 320,000 tested, 2.4% active; Huh7 NPC1 promoter luciferase reporter, 24 h; Potency, µM (top dose mostly 9.22 µM), inactives show top-dose activation, hits mostly activators;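 note: % of control where 0% means no effect; nearly all actives have a fitted effect of over 60% in size; reporter is driven by a mutant NPC1 promoter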
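Stably transfected Huh7 (NPC1 promoter→luciferase), 1500 cells/well in Opti-MEM + 10% FBS, 2 h settle, then compound 24 h at 37 °C. Luminescence after 10 min with Amplite reagent.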
BRCA1 expr act = qHTS Assay to Identify Small Molecule Activators of BRCA1 Expression. MCF7-BRCA1-FFLuc reporter, luminescence, 48 h; response scale: scaled: vehicle 0%, 10 µM genistein 100%. Potency, µM (doses to about 46.1 µM), inactives show at the top dose activation, hits mostly activators. 380,000 tested, 1.1% active. AID 624202, 2012; note: nearly all actives have a fitted effect of over 80% in size; some results filed as inactive show a strong effect at the top dose
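Luminescence from a BRCA1-driven firefly luciferase in MCF7 cells was the read-out, taken 15 min after substrate addition following 48 h compound exposure at 37 °C. Data were normalized to a 10 microM genistein control and DMSO vehicle.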
* hit, by the source's call; ? = inconclusive; . = not tested or not shown; [ ] = remark or other dose. Unless noted, calls come from the whole dose curve; as a rule, active = well fitted curve in the direction sought with a large enough effect; inconclusive = small, poorly fitted or top-dose-only effect, or another doubt; inactive = no such curve, though single readings can be large; an effect the other way counts as inactive or inconclusive. Potency is the fitted concentration of half-maximal effect.

SMILES	uPA surface inh	MBNL1 CUG block	p53 reactivation	FLuc modulator	ELG1 genotox	Rab9 promoter act	VP16 counter	RORg inh	NPC1 promoter act	BRCA1 expr act
COc1ccc(C2=NN(C(=S)Nc3ccccc3)C(c3ccccc3)C2)cc1 (stereo not given)	-4%	.	6%	2%	0%	1%	-10%	-42%	-1%	-12%
COCCN(C(=O)c1ccccc1F)c1nnc(-c2ccc(OC)cc2)s1	-28%	7%	6%	?	2%	30%	9%	?	1%	91%
O=C(CSc1nc2ccccc2c(=O)n1Cc1ccco1)N1CCN(c2ccccc2)CC1	3%	-7%	22%	-2%	-17%	4%	-6%	?	7%	0%
O=S(=O)(NCc1ccc2c(c1)OCO2)c1ccc(F)cc1	-1%	2%	.	2%	-3%	8%	-14%	22%	0%	6%
COCCNC(=O)C1CCCN(c2nn3c(=O)cc(C)nc3s2)C1 (stereo not given)	0%	-8%	0%	-3%	-1%	3%	-10%	3%	-1%	-17%
O=C(NCCc1ccccc1)C1CCC(CNS(=O)(=O)c2cccc3cccnc23)CC1 (stereo not given)	2%	4%	1%	-16%	-1%	20%	-3%	26%	16%	23%
Cc1ccc(Cl)cc1Nc1nc(-c2sc(NC(=O)c3cccc(Cl)c3)nc2C)cs1	.	50%[activator]	1%	-19%	0%	3%	-10%	?	-4%	.
COc1ccc(CCNC(=O)c2c(C)nn(-c3ccccc3)c2Cl)cc1	4%	1%	-2%	1%	-2%	-2%	-1%	25%	-1%	-23%
Cc1cccn2c(=O)c(C(=O)NC3CC(C)CC(C)(C)C3)c(O)nc12 (stereo not given)	-2%	.	5%	1%	-12%	-1%	.	.	1%	0%
CN(C)C(=O)CCc1ccc2c3c([nH]c2c1)[C@]1(CCC2CCCC2)[C@@H](C(=O)N2CCOCC2)C[C@H](CC(=O)NCCCn2ccnc2)C(=O)N1CC3	4%	.	-4%	.	4%	.	.	.	.	14%
COc1ccccc1N1CCN(C(=O)COc2ccc(C)cc2Br)CC1	0%	-7%	-10%	-2%	2%	-1%	2%	-8%	2%	-38%
O=C(CCC(=O)Nc1ccccc1Cl)NNC(=O)COc1ccc([N+](=O)[O-])cc1	-23%	.	-1%	-1%	1%	2%	.	.	-3%	-3%
Cc1ccc(-c2cn(-c3ccccc3F)c(=S)[nH]2)cc1	-20%	-9%	21%	?	15%	3.2µM*	7.1µM*	1.8µM*	?	?
O=[N+]([O-])c1ccc(N2CCN(S(=O)(=O)c3ccccc3)CC2)cc1NCC1CCCO1 (stereo not given)	-1%	1%	0%	4%	0%	-4%	-3%	10%	1%	-29%
Cc1cc(C)nc(SCc2nc3ccccc3n2C)n1	0%	-6%	?	?	14%	5%	?	-16%	16%	80%
O=c1oc2ccccc2cc1-c1csc(Nc2nc3c(F)cccc3s2)n1	3%	?	25%	-19%	3%	-2%	-6%	12%	16%	-53%
O=C(NN=C1CCC(=NNC(=O)c2cccnc2)CC1)c1cccnc1	-1%	18%	1%	2%	5%	-5%	2%	-38%	1%	-38%
Cc1cccc(NC(=O)Nc2cccc(Oc3c(F)c(F)c(F)c(F)c3F)c2)c1	?	0%	8%	-1%	0%	-10%	?	?	-4%	-88%
O=C1OCC(CO)(CO)N=C1NNc1ccccc1[N+](=O)[O-]	-6%	.	5%	-20%	9%	1%	-5%	9%	-6%	0%
CC(C)CC1Nc2ncnc(N3CCOCC3)c2N(Cc2ccc(Br)cc2)C1=O (stereo not given)	-2%	.	-7%	0%	0%	1%	.	.	0%	0%
O=C(O)CSc1nnc2n(-c3ccccc3)c(=O)c3ccccc3n12	3%	2%	-10%	2%	0%	-1%	5%	-1%	1%	-7%
CCn1c(=O)c(C(=O)NNS(=O)(=O)c2ccc(NC(=O)OC)cc2)c(O)c2ccccc21	2%	-3%	2%	3%	1%	-5%	13%	-18%	2%	-5%
S=C(NCCCN1CCOCC1)Nc1ccc(Nc2ccccc2)cc1	-2%	-7%	15%	0%	1%	-1%	-16%	-2%	-1%	0%
O=C(CSc1nnc(-c2ccncc2)o1)Nc1cccc(F)c1	2%	.	22%	2%	18%	24%	.	.	21%	?
COc1cc(NC(=O)c2csc3c2CCCC3)ncn1	-3%	-5%	31%	3.4µM*	4.1µM*	3.5µM*	1%	?	3.5µM*	?

Nine of the compounds above, bar-delimited:
compound | uPA surface inh | MBNL1 CUG block | p53 reactivation | FLuc modulator | ELG1 genotox | Rab9 promoter act | VP16 counter | RORg inh | NPC1 promoter act | BRCA1 expr act
COc1ccc(C2=NN(C(=S)Nc3ccccc3)C(c3ccccc3)C2)cc1 (stereo not given) | -4% | . | 6% | 2% | 0% | 1% | -10% | -42% | -1% | -12%
COCCN(C(=O)c1ccccc1F)c1nnc(-c2ccc(OC)cc2)s1 | -28% | 7% | 6% | ? | 2% | 30% | 9% | ? | 1% | 91%
O=C(CSc1nc2ccccc2c(=O)n1Cc1ccco1)N1CCN(c2ccccc2)CC1 | 3% | -7% | 22% | -2% | -17% | 4% | -6% | ? | 7% | 0%
O=S(=O)(NCc1ccc2c(c1)OCO2)c1ccc(F)cc1 | -1% | 2% | . | 2% | -3% | 8% | -14% | 22% | 0% | 6%
COCCNC(=O)C1CCCN(c2nn3c(=O)cc(C)nc3s2)C1 (stereo not given) | 0% | -8% | 0% | -3% | -1% | 3% | -10% | 3% | -1% | -17%
O=C(NCCc1ccccc1)C1CCC(CNS(=O)(=O)c2cccc3cccnc23)CC1 (stereo not given) | 2% | 4% | 1% | -16% | -1% | 20% | -3% | 26% | 16% | 23%
Cc1ccc(Cl)cc1Nc1nc(-c2sc(NC(=O)c3cccc(Cl)c3)nc2C)cs1 | . | 50%[activator] | 1% | -19% | 0% | 3% | -10% | ? | -4% | .
COc1ccc(CCNC(=O)c2c(C)nn(-c3ccccc3)c2Cl)cc1 | 4% | 1% | -2% | 1% | -2% | -2% | -1% | 25% | -1% | -23%
Cc1cccn2c(=O)c(C(=O)NC3CC(C)CC(C)(C)C3)c(O)nc12 (stereo not given) | -2% | . | 5% | 1% | -12% | -1% | . | . | 1% | 0%

Next records follow.
SMILES	uPA surface inh	MBNL1 CUG block	p53 reactivation	FLuc modulator	ELG1 genotox	Rab9 promoter act	VP16 counter	RORg inh	NPC1 promoter act	BRCA1 expr act
COc1ccc(CN2C(=O)C(C)N(C(=O)c3c(F)cccc3F)c3ccccc32)cc1 (stereo not given)	-10%	-11%	-2%	-2%	-9%	-2%[1.84 µM]	0%	2%	-9%	-30%
COc1ccc(OC)c(CCNC(=O)CC2(CC3=NS(=O)(=O)c4ccccc4N3)CCCC2)c1	2%	1%	10%	-3%	-5%	1%	-1%	30%	-2%	-2%
C=CCNC(=O)Nc1ccc2nc(C)sc2c1	0%	32µM*	7%	?	12%	17%	-14%	-2%	-3%	0%
CC1(C)CC(=O)C2=C(C1)NC(SCC(=O)Nc1ccccc1)=C(C#N)C2c1ccco1 (stereo not given)	-5%	2%	-6%	5%	-3%	-7%	-29%	?	1%	-38%
CS(=O)(=O)c1ccc(CNC(=O)[C@]2(C(F)(F)F)C[C@H](CCc3ccccc3)CCCO2)cc1	-13%	.	.	.	.	.	3%	-8%	.	-29%
O=C(Cc1cn2ccsc2n1)Nc1cccc2cnccc12	7%	4%	-2%	0%	-12%	0%	-12%	-4%	-3%	-16%
Nc1nonc1-n1nnc(C(=O)N/N=C/c2c(Cl)cccc2Cl)c1CSC1=NCCS1	6%	7%	4%	0%	-6%	0%	9%	1%	2%	-35%
CNC(=S)N(CCc1c(C)[nH]c2ccc(C)cc12)Cc1cc(OC)c(OC)c(OC)c1	17%	3%	-6%	0%	1%	-5%	15%	?	-2%	-37%
O=C(Nc1ccnn1C1CCN(Cc2c(F)cccc2Cl)CC1)C1CCCC1	4%	3%	2%	-1%	0%	0%	5%	-8%	-2%	-8%
CCc1ccc(-c2nc(SCC(=O)c3c(N)n(C)c(=O)n(C)c3=O)n[nH]2)cc1	0%	.	0%	.	9%	.	.	.	.	15%
O=C(Nc1ccc(N2CCOCC2)cc1)c1ccc(Cl)nc1	10%	-5%	12%	-8%	8%	-1%	2%	31%	10%	-20%
Oc1[nH]c2ccccc2c1N=NC(=S)NCCc1ccccc1	-5%	9%	13%	-18%	-8%	-6%	3.2µM*	4.5µM*	-4%	-33%
O=C(NCc1ccco1)c1cc(S(=O)(=O)NC2CC2)ccc1Br	2%	.	8%	.	-1%	.	.	.	.	-1%
Cc1ccc(C(=O)NCCNS(=O)(=O)c2ccccc2)cn1	1%	0%	2%	0%	0%	6%	2%	-15%	1%	-9%
Cc1ccc(CCNS(=O)(=O)c2c(C)nc3sccn3c2=O)cc1	0%	1%	.	0%	3%	-2%	4%	-16%	2%	-28%
CC(C)OCCCNc1nc2c(-c3ccccc3)nnn2c2ccccc12	.	?	9%	6%	-4%	-2%	-10%	-24%	-1%	.
